Growth percent in the NCI-60 one-dose screen (48 h, 10 µM unless noted): 100 = growth as untreated, 0 = no growth, -100 = all killed.
SF-268 = SF-268 CNS cancer cells. 82,000 tested, 3.1% active
U251 = U251 CNS tumor cells. 80,000 tested, 5.4% active. AID 1794753
DU-145 = DU-145 prostate cancer. 81,000 tested, 4.2% active
OVCAR-3 = OVCAR-3 ovarian cancer; AID 1794787; 79,000 tested, 7% active
OVCAR-5 = OVCAR-5 ovarian cancer. 82,000 tested, 2.9% active. AID 1794783
SK-OV-3 = SK-OV-3 ovarian cancer cells; 80,000 tested, 3.2% active; AID 1794785
OVCAR-8 = OVCAR-8 ovarian cancer; 81,000 tested, 4.4% active; AID 1794782
OVCAR-4 = OVCAR-4 ovarian cancer cells; 80,000 tested, 3.7% active; AID 1794784
PC-3 = PC-3 prostate cancer cells | 80,000 tested, 3.9% active
Starred values were filed as active, the others as inactive; . = not tested or not shown; & = joins results of further samples; [ ] = remark or other dose. How the source made its calls: active means growth percent below 10; inactive means the rest.

The first three entries, to show the layout:
SMILES	SF-268	U251	DU-145	OVCAR-3	OVCAR-5	SK-OV-3	OVCAR-8	OVCAR-4	PC-3
O=C(CCCCCCN1CC(=O)N2[C@@H](c3cccc4c3CCO4)c3[nH]c4ccccc4c3C[C@H]2C1=O)NO	105	104	109	108	93	113	94	105	93
CC(/C=C1\SC(=S)N(N2CCOCC2)C1=O)=C\c1ccccc1	97	101	104	103	98	94	99	105	93
COc1cc(CNC(=O)CCCC/C=C/C(C)C)ccc1OCc1nnc(SCCc2c[nH]c3ccccc23)o1	79	81	95	88	102	86	71	72	57

Results, repeating the preview:
SMILES	SF-268	U251	DU-145	OVCAR-3	OVCAR-5	SK-OV-3	OVCAR-8	OVCAR-4	PC-3
O=C(CCCCCCN1CC(=O)N2[C@@H](c3cccc4c3CCO4)c3[nH]c4ccccc4c3C[C@H]2C1=O)NO	105	104	109	108	93	113	94	105	93
CC(/C=C1\SC(=S)N(N2CCOCC2)C1=O)=C\c1ccccc1	97	101	104	103	98	94	99	105	93
COc1cc(CNC(=O)CCCC/C=C/C(C)C)ccc1OCc1nnc(SCCc2c[nH]c3ccccc23)o1	79	81	95	88	102	86	71	72	57
Cn1cc(C(=O)NCCC(=N)N)cc1NC(=O)CN=C(N)N	112	98	104	112	89	110	106	105	92
CCN1CCN(c2ccc3c4c(cccc24)C(=O)N(c2cccc(-c4nn(-c5ccccc5)cc4-c4nc5ccccc5s4)c2)C3=O)CC1	104	106	114	111	123	140	111	110	86
CN(C)C(=S)SCC(N)=O	101	107	108	109	92	84	101	103	100
O=c1oc2ccc(Cl)cc2c(=O)n1-c1ccc(I)cc1F	8.1*	-1.7*	16	6.6*	23	7.5*	8.7*	16	1.9*
OC[C@H](O)CN1[C@@H](CCc2ccc(O)cc2)CCC[C@H]1CCc1ccc(OCCF)cc1	117	100	126	119	93	97	106	102	87
Cn1c2c(c3ccccc31)CCCC2	98&102	107&98	108&106	108&102	106&97	93&105	112&105	99&112	97&91
CC12CCC3C4(C)COC(c5ccc([N+](=O)[O-])cc5)OC4CCC3(C)C1CC(C1=CCOC1=O)O2 (stereo not given)	89	89	86	103	110	75	79	43	71

Arranged by formula weight (smallest number first): part of the list above.
SMILES	SF-268	U251	DU-145	OVCAR-3	OVCAR-5	SK-OV-3	OVCAR-8	OVCAR-4	PC-3
CC(/C=C1\SC(=S)N(N2CCOCC2)C1=O)=C\c1ccccc1	97	101	104	103	98	94	99	105	93
O=c1oc2ccc(Cl)cc2c(=O)n1-c1ccc(I)cc1F	8.1*	-1.7*	16	6.6*	23	7.5*	8.7*	16	1.9*
OC[C@H](O)CN1[C@@H](CCc2ccc(O)cc2)CCC[C@H]1CCc1ccc(OCCF)cc1	117	100	126	119	93	97	106	102	87

(more compounds)
SMILES	SF-268	U251	DU-145	OVCAR-3	OVCAR-5	SK-OV-3	OVCAR-8	OVCAR-4	PC-3
COc1ccc(NC(=O)/C(=C/N2C(=O)/C(=C\C(C)=C\c3ccccc3)SC2=S)C(C)=O)cc1	90	84	94	103	111	96	100	86	91
C1CCC2(CC1)OCCO2	108	99	105	108	100	.	102	106	98
O=C1c2ccc(S(=O)(=O)O)cc2C(=O)c2cc(S(=O)(=O)O)ccc21	102	106	112	107	111	84	106	104	96
Nc1c(C(=O)c2ccc(Br)cc2)oc2nc(-c3cnccn3)cc(-c3cccs3)c12	104	92	107	108	112	99	103	96	96
O=C1CCCCC1Nc1ccc(Br)cc1 (stereo not given)	93	94	110	109	108	106	107	102	97
COc1ccc(Cn2nc3c(c2-c2ccc(OC)c(OC)c2)-c2oncc2CC3)cc1	83	96	101	108	88	112	96	94	91
C/C=C\[C@]1(O)[C@@]2(O)C(=O)O[C@]13C(=Cc1c(OC)ccc(OC)c1[C@@H]3O)C(=O)C2C (stereo not given in full)	94	101	109	104	111	104	98	109	83
Fc1ccc(-n2nc(C(F)(F)F)c3c2OCc2ccccc2-3)cc1	101	101	108	106	106	98	103	104	101
Nc1ccc(Sc2ccc3c4c2cccc4c(=O)n2c4ccccc4nc32)cc1	59	40	39	78	86	54	51	74	50
C#C[C@]1(CO)O[C@@H](n2cnc3c(N)nc(F)nc32)C[C@@H]1O	103	109	112	93	101	98	86	102	87
O=C1c2ccc3c4c(ccc(c24)C(=O)N1CCCNCc1ccccc1Cl)C(=O)N(CCCNCc1ccccc1Cl)C3=O	-30*	-53*	-87*	-64*	-39*	28	-38*	-97*	-38*
Nc1ncnc2c1C(c1ccccc1)c1ccc3ccccc3c1O2 (stereo not given)	85	86	100	94	99	65	80	87	71
COc1ccc(/C=C/CO)cc1	98	97	105	105	99	94	101	110	89
COc1cc(/C=N/NC(=O)CSc2nc3ccccc3c(=O)n2CCc2ccc(S(N)(=O)=O)cc2)cc(OC)c1OC	92	86	102	90	107	100	58	94	88
O=C(Nc1cccc2c1O[C@H](c1nn[nH]n1)CC2=O)c1ccc(OCCCCc2ccccc2)cc1	113	98	106	109	119	112	104	99	103
CN(C)c1ccc(/C=C/C=N/NC(=O)c2cc(O)c(O)c(O)c2)cc1	95	60	109	91	102	99	89	68	86
C#Cc1cccc(NC(=O)Nc2cccc(NC(=O)C=C)c2)c1	64[8.25 µM]	85[8.25 µM]	85[8.25 µM]	72[8.25 µM]	94[8.25 µM]	67[8.25 µM]	73[8.25 µM]	82[8.25 µM]	79[8.25 µM]
COc1c2c(c(OC)c3c1OCO3)S(=O)(=O)OC(C)C2 (stereo not given)	93	88	96	101	103	109	96	99	94
Cc1cc(N2CCOCC2)nc(N(CCNc2ccnc3cc(Cl)ccc23)Cc2cccs2)n1	44	-10*	42	-74*	83	61	8.5*	14	24
CC(C)NC(=O)OCc1c(COC(=O)NC(C)C)c(-c2ccc(Cl)c(Cl)c2)n2c1SCC2	.	43	42	47	-16*	22	45	38	61
COC(=O)c1cc(-c2ccc(OC)cc2)[nH]c1N/N=C/c1ccc(Cl)cc1	106	99	130	115	94	100	108	113	91
NC1CCc2ccccc21 (stereo not given)	109	100	113	118	95	99	88	135	96
O=[N+]([O-])c1cccc(S(=O)(=O)OCn2ncc3ccc([N+](=O)[O-])cc32)c1	105	101	112	112	102	102	103	109	95
CO[C@H]1C[C@@H]2CC[C@@H](C)[C@@](O)(O2)C(=O)C(=O)N2CCCC[C@H]2C(=O)O[C@H]([C@H](C)C[C@@H]2CC[C@@H](OC(=O)C(C)(CO)CO)[C@H](OC)C2)CC(=O)[C@H](C)/C=C(\C)[C@@H](O)[C@@H](OC)C(=O)[C@H](C)C[C@H](C)\C=C/C=C/C=C/1C	31	19	38	34	47	20	22	28	18
O=C(Nc1ccc(Nc2ccncc2)cc1)c1ccc(Nc2ccnc3ccc([N+](=O)[O-])cc23)cc1[N+](=O)[O-]	-12*	-46*	57	98	97	83	44	91	.
O=C(CSc1n[nH]c(-c2ccncc2)n1)Nc1ccc(Cl)cc1	80	70	105	91	122	105	84	86	75
CC(Sc1nc2sc3c(c2c(=O)n1-c1ccc(Cl)cc1)CCCC3)C(=O)Nc1nc(-c2ccccc2)cs1 (stereo not given)	87	90	101	105	93	107	100	102	90
CN1c2ccccc2C(C)(C)C12C=Cc1cc(O)ccc1O2 (stereo not given)	15	53	52	4.2*	82	71	67	73	38
COC1CCC(N2C(=O)CNc3ncc(-c4ccc(C(C)(C)O)nc4)nc32)CC1 (stereo not given)	18	2.2*	4.4*	8.7*	9.7*	-28*	5.1*	-7.4*	8.1*
C=C(C)[C@@H]1CC[C@]2(C(=O)O)CC[C@]3(C)[C@H](CC[C@@H]4[C@@]5(C)C[C@@H](Cc6cn([C@@H]7O[C@H](CO)[C@@H](O[C@@H]8O[C@H](CO)[C@H](O)[C@H](O)[C@H]8O)[C@H](O)[C@H]7O)nn6)[C@H](O)C(C)(C)[C@@H]5CC[C@]43C)[C@@H]12	94	91	105	99	103	97	98	101	92
Nc1c(C(=O)Nc2ccc(Cl)cc2)sc2nc3c(cc12)C(=O)CCC3	104	101	101	111	107	117	103	100	97
NCCCCC(C(=O)O)N(C(=O)OCc1ccccc1)C(=O)OCc1ccccc1 (stereo not given)	108	102	112	105	101	108	106	108	107
Cc1ccc(NCC(=O)C(O)C(O)C(O)CO)cc1 (stereo not given)	97	.	116	116	114	107	.	121	101
C=C(C)CNC(=O)C(C)O (stereo not given)	102	105	103	105	105	112	102	104	98
C=CCSc1nnc(-c2sc3nc4ccccc4n3c2C)o1	109	100	105	127	104	123	109	105	104
CC1(C)[C@@H](OC(=O)c2cccnc2)CC[C@]2(C)[C@H]3C(=O)C=C4[C@@H]5C[C@](C)(C(=O)N6CCOCC6)CC[C@]5(C)CC[C@@]4(C)[C@]3(C)CC[C@@H]12	94	83	96	95	96	96	95	81	63
O=C(Nc1ccc(OCc2ccc(Br)cc2)cc1)c1ccc2nc(NC(=O)c3ccc(NCCc4ccccc4)c([N+](=O)[O-])c3)sc2c1	97	90	103	101	105	98	90	52	86
COc1cc(N=Nc2ccccc2C(=O)O)ccc1O	96	112	100	106	114	117	108	99	.
Cc1cc(C(=O)CC(=O)C(F)(F)C(F)(F)C(F)(F)F)c(C)o1	95	105	97	94	94	.	109	108	95
COC(=O)[C@]12CCC(C)(C)C[C@H]1C1=CC[C@@H]3[C@@]4(C)C/C(=C\c5cccnc5)C(=O)NC(C)(C)[C@@H]4CC[C@@]3(C)[C@]1(C)CC2	91	93	99	87	100	100	92	80	44
C[C@@H](O)CC[C@@]12C(I)=C3CCCC[C@@]3(C)[C@@H]1CCc1cc3c(cc12)OCO3	93	96	89	.	105	90	97	83	69
Nc1ccc(C(=O)c2ccccc2)cc1	113	100	102	119	.	102	111	93	90
NNC(=S)Nc1ccccc1F	107	100	118	111	101	107	102	100	102
COc1cc2oc(-c3cccc(C(=O)N[C@H](C(=O)O)C(C)C)c3)cc(=O)c2c(OC)c1OC	101	101	110	.	105	109	102	104	102
CC(C)c1[nH]nc2c(NCc3ccc(-c4ccccn4)cc3)nc(SCCN(C)C)nc12	6.4*	7.5*	11	4.8*	21	8.2*	14	-1.8*	2.9*
O=C(/C(=C/c1cccc([N+](=O)[O-])c1)c1ccccc1)c1ccccc1	34	56	20	23	74	105	13	43	64
O=C(O)CCN1c2ccccc2Sc2ccccc21	104	107	109	103	101	99	102	106	89
COc1ccc2nc3cc(Cl)ccc3c(NC(=O)CSc3ccc(Cl)cc3)c2c1	-89*	-91*	-98*	-96*	-87*	-94*	-64*	-97*	-82*
CC(NC(N)=S)c1ccccc1 (stereo not given)	106	105	115	111	97	99	106	106	108
CC1CC(C)(C)NC(=S)O1 (stereo not given)	100&116	108&107	105&117	109&118	102&106	115&111	101&102	109&98	95

Profiles, looked up by structure. Order of screens: SF-268 | U251 | DU-145 | OVCAR-3 | OVCAR-5 | SK-OV-3 | OVCAR-8 | OVCAR-4 | PC-3
COc1cc2oc(-c3cccc(C(=O)N[C@H](C(=O)O)C(C)C)c3)cc(=O)c2c(OC)c1OC is listed with 101 | 101 | 110 | . | 105 | 109 | 102 | 104 | 102
CC(C)c1[nH]nc2c(NCc3ccc(-c4ccccn4)cc3)nc(SCCN(C)C)nc12 is listed with 6.4* | 7.5* | 11 | 4.8* | 21 | 8.2* | 14 | -1.8* | 2.9*

Carrying on:
SMILES	SF-268	U251	DU-145	OVCAR-3	OVCAR-5	SK-OV-3	OVCAR-8	OVCAR-4	PC-3
O=C1C=CC(=O)N1c1cc(Cl)c(Cl)cc1Cl	102	101	109	111	117	92	102	99	100
Cc1ccccc1P(=O)(c1ccccc1)c1ccccc1C	106&103	98&95	113&106	111&101	103&85	106&102	99&97	95&94	82&93
CN1CC(c2ccccc2)C2(SC(=Nc3ccccc3)N(Nc3ccccc3)C2=O)C12C(=O)Nc1ccccc12 (stereo not given)	71	63	84	65	94	80	56	62	32
O=C(CNc1ccccc1)Nn1c(COc2ccccc2)nc2ccccc2c1=O	103	97	113	126	120	117	103	97	100
CCCC(C)Sc1nc2c([nH]1)c(=S)n(C)c(=O)n2C (stereo not given)	96	89	101	90	100	114	111	103	89
c1ccc(-c2cc(-c3cc(-c4ccccc4)on3)no2)cc1	90	74	9.6*	127	77	109	75	97	128
CCCCC(=O)c1ccc(OC(=O)c2ccc([N+](=O)[O-])cc2)cc1	94	95	106	111	99	119	96	98	96
COc1cc(/C=C/C(=O)c2cc(-c3ccccc3)ccc2O)cc(OC)c1OC	83	76	91	77	93	71	61	68	49
CC(CCc1ccccn1)(CCc1ccccn1)C(=O)c1ccccc1	102	101	119	110	99	108	105	102	84
CCOC(=O)c1c(C)oc2ncnc(N3CCN(C(=O)COc4ccc(SC)cc4)CC3)c12	93	87	100	100	98	86	88	75	82
COC(=O)CC1OC(C)C23OC2(C(=O)c2c(C4CCC(C(C)O)N4C)ccc(O)c2C3O)C1O (stereo not given)	100	100	109	114	106	99	99	121	89
O=S(=O)(Nc1ncccn1)c1ccc(Nc2ccc3nnc(-c4ccncc4)n3n2)cc1	98	102	108	104	94	103	103	94	102
Nc1nc2c(c(=O)[nH]1)NC(=N[C@@H](Cc1ccccc1)C(=O)O)CN2	99	95	105	106	106	99	102	106	96
COc1ccc(/C(C)=N/N=C2C(=O)Nc3ccc(OC(F)(F)F)cc32)cc1S(N)(=O)=O	102	67	94	96	91	67	90	88	78
CN(C)CCn1c2ccc(Br)cc2c2nc3ccccc3nc21	43	32	27	40	46	51	33	44	34
COc1ccc(C(=O)c2cc(C(=O)/C=C/c3ccc(N(C)C)cc3OC)c3cc(C)ccn23)cc1	109	105	105	122	101	106	99	102	99
C#CC[N+]1(CC#CCCC[N+]2(CC#C)CCCC2)CCCC1	98	90	104	105	101	81	91	111	83
CNc1nc(C)c(-c2nc(Nc3cccc(S(N)(=O)=O)c3)ncc2F)s1	-13*	4.3*	11	10	3.1*	8.6*	8.8*	29	12
CCCC(C)OC(=O)/C=C\C(=O)NC(N)=O (stereo not given)	99	94	85	102	102	91	93	117	81
COc1ccc(NC(=O)c2sc3nc4c(cc3c2N)COCC4)cc1	88	92	83	93	90	95	91	75	88
CC(=O)c1sc(/N=C2\NC(=O)/C(=C/c3cccnc3)S2)nc1C	104	108	108	113	100	88	111	105	107
